RGS4 inh: human RGS4 inhibition. P49798. HEK293 M3R/RGS4 inducible, Fluo-4 calcium flux; active compounds read high; triggered by carbachol at its EC20. B-score at 10 µM. actives 0.45% (n = 310,000). AID 463165;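 active = B-score, a plate-corrected calcium signal, over three deviations above library mean, with baseline fluorescence within five deviations of library mean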;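 also: RGS4 expression induced by doxycycline in cells with stable M3 receptor; B-score is computed from the integrated fluorescence ratio over baseline after carbachol; higher B-score means a larger calcium signal and so more RGS4 inhibition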
ANO1 block: inhibitors of mouse TMEM16A calcium-activated chloride channel; HEK293 TMEM16A/YFP iodide influx fluorescence, ionomycin; actives 1.2% (n = 310,000); Q8BHY3; normalized B-score (activity score, 25-100; higher = stronger inhibition) at 10 µM;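 active = ratio plate-corrected score three or more library SD toward inhibition, starting fluorescence score within five deviations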;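 also: score derived from kinetic fluorescence span divided by baseline fluorescence per well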
TRPC6 inhibitor: blocks the mouse TRPC6 cation channel; Q61143; HEK293-TRPC6, membrane potential dye, ACh-evoked depolarization; active compounds read low; B-score at 10 µM; actives 1.1% (n = 310,000); AID 2553;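 active = B-score under library mean minus 3 SD, initial fluorescence not abnormally high, positive integrated signal ratio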;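 also: B-score derived from integrated fluorescence ratio over the kinetic read; more negative B-score means stronger inhibition of depolarization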
TRPC4 potent: TRPC4 (mouse) allosteric potentiation; Q9QUQ5; HEK293 TRPC4beta/mu-opioid, DAMGO EC20, Fluo-4 Ca2+ flux; active compounds read high; B-score at 10 µM; actives 0.42% (n = 310,000); AID 2227;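 active = B-score of calcium response area above 5 SD of library B-scores, with initial fluorescence ratio within 5 SD of library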;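 also: B-score of integrated fluorescence ratio over time as area under calcium response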
Target sequence (Q9QUQ5 whole entry, looked up): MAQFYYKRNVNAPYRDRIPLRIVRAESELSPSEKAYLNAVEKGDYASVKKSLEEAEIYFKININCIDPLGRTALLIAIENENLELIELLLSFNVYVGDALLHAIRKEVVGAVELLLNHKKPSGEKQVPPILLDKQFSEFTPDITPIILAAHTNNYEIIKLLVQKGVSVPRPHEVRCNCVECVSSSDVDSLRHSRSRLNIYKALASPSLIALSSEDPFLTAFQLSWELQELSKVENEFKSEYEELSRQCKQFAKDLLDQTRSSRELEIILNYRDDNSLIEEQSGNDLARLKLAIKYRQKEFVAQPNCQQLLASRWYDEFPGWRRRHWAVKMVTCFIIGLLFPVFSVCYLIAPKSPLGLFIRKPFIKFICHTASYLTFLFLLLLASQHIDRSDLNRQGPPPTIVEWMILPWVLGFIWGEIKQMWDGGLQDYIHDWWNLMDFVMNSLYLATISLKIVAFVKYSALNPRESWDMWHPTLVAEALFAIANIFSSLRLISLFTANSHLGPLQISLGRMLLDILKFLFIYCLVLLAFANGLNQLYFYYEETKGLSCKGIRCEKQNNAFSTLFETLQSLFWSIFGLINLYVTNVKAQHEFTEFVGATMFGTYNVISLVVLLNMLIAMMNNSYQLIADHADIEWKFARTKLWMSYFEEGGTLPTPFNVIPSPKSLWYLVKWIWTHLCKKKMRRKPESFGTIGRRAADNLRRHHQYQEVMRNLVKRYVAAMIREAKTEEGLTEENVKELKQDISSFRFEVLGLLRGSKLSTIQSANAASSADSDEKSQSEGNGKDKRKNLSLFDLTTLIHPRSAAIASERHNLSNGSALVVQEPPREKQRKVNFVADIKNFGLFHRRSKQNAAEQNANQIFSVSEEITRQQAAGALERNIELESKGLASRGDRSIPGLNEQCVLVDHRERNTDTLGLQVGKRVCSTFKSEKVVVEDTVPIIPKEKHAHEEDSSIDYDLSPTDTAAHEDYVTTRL
TRPC4 act: TRPC4 (mouse) channel activation. Q9QUQ5. HEK293 TRPC4beta/mu-opioid, Fluo4 calcium fluorescence; active compounds read high. B-score at 10 µM. actives 0.49% (n = 310,000). AID 2237;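 active = B-score above 5 SD of library B-scores, and initial fluorescence ratio not above library mean plus 5 SD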;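 also: positive B-score marks a calcium rise read as TRPC4 activation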
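System: HEK293 cells stably co-expressing mouse TRPC4beta and mu-opioid receptor; Schedule: Fluo4 dye loading 45 min at room temperature, 110 s recording; Detection: Fluo4 fluorescence, kinetic; Evaluation: B-scored integrated calcium fluorescence ratio; Controls: buffer (low) and maximal DAMGO (high).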
MrgX1 ag: agonists of human MrgX1 receptor; MrgX1-HEK293 cells, Fluo-4 calcium fluorescence, agonist mode; active compounds read high; B-score at 10 µM; Q96LB2; AID 588627; actives 0.44% (n = 310,000);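 active = calcium response B-score plate-corrected fluorescence ratio at least 3 library SD, with starting fluorescence B-score inside 5 SD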
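Material: MrgX1-expressing HEK293 cells; input: 15,000 cells per well; doses: test compound given as first of three sequential additions; schedule: overnight plating before 1 h dye loading; technique: Fluo-4 NW calcium-flux fluorescence, kinetic read; evaluation: baseline-normalised fluorescence change ratio, B-scored; control set: plate-wise positive and negative controls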
MrgX1 allo act: allosterically activates human MrgX1 receptor signaling; AID 588675; actives 0.63% (n = 310,000); B-score at 10 µM; MrgX1-HEK293, Fluo-4 calcium flux, FDSS; active compounds read high;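 active = plate-corrected calcium response at least 3 library SD above typical, normal starting fluorescence, not activating the receptor alone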;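 also: compound read alongside a low EC10 to EC30 dose of BAM8-22 agonist; peak minus trough fluorescence over baseline measured at the second addition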
TRPC4 block: blocks the mouse TRPC4 cation channel. B-score at 10 µM. HEK293 TRPC4beta/mu-opioid, DAMGO-evoked Fluo4 calcium flux; active compounds read low. actives 0.39% (n = 300,000). AID 2247;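 active = B-score over 3 SD under the library average, no early fluorescence shift, positive overall ratio signal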
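test system = HEK293 cells with stable TRPC4beta plus mu-opioid receptor expression | detection = Fluo4 Ca2+ flux fluorescence | read-out = integrated fluorescence ratio relative to baseline, converted to per-well B score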
TRPC6 act: mouse TRPC6 channel activation; actives 0.13% (n = 310,000); B-score at 10 µM; AID 2550; HEK293-TRPC6 membrane potential dye fluorescence; active compounds read high; Q61143;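 active = B-score of the integrated fluorescence ratio above library mean plus 3 SD, and starting fluorescence ratio within library mean plus 5 SD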;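 also: higher score means more depolarization so channel activation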
TMEM16A act: mouse TMEM16A channel activation, primary screen; actives 0.3% (n = 340,000); AID 623877; B-score at 10 µM; HEK293 TMEM16A/YFP-H148Q/I152L, iodide quench fluorescence; active compounds read low; Q8BHY3;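 active = fluorescence-ratio B-score plate-corrected deviation score at least 3 library SD below zero, with starting fluorescence score within 5 deviations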;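 also: channel opened by trigger with iodide after compound preincubation; score built on the fluorescence ratio of max minus min over baseline; more negative score means more quench and so TMEM16A activation or potentiation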
MrgX1 antag: blocks BAM8-22 activation of human MrgX1 receptor. B-score at 10 µM. actives 1.3% (n = 310,000). Q96LB2. MRGX1-HEK293 calcium flux, Fluo-4, BAM8-22 antagonism; active compounds read low. AID 588676;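 active = calcium-response B-score plate-corrected more than 3 library SD below zero, starting fluorescence within 5 deviations, no agonist response on first addition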;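 also: peak minus trough fluorescence over baseline after final BAM8-22 challenge near maximal dose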
Numbers without * were called inactive; i = inactive; x = no result given. Compounds as they come; overall some 5.8% were active at least once.

SMILES,RGS4 inh,ANO1 block,TRPC6 inhibitor,TRPC4 potent,TRPC4 act,MrgX1 ag,MrgX1 allo act,TRPC4 block,TRPC6 act,TMEM16A act,MrgX1 antag
COc1ccc(Nc2nnc(SC(C(=O)Nc3ccc(OC)c(Cl)c3)c3ccccc3)s2)cc1 (stereo not given),i,i,i,i,i,i,16*,i,i,i,i
O=S1(=O)N=C(N2CCN(Cc3ccccc3)CC2)c2ccccc21,i,i,i,i,i,i,i,i,i,i,i
Cc1ccc(-n2ncc3c(NNC(=O)Cc4ccccc4)ncnc32)cc1,i,i,i,i,i,i,i,i,i,i,i
CC1(C)CC(=O)C2=C(C1)OC(N)=C(C#N)C2c1ccoc1 (stereo not given),i,i,i,i,i,i,i,i,i,i,i
COc1cccc(NC(=O)NNC(=O)C(C)Oc2ccc3ccccc3c2)c1 (stereo not given),i,i,i,i,i,i,i,i,i,i,i
O=[N+]([O-])c1cccc(-c2cnc3ccccc3n2)c1,i,i,i,i,i,i,i,i,i,i,i
CSCC[C@H](NC(=O)N1CCn2c1nc1ccccc12)C(=O)NCC1CCCO1 (stereo not given in full),i,i,i,i,i,i,i,i,i,i,i
CCCCCCSc1cc(-c2nc3cc(C)ccn3c2NCCCC)ccc1OC,i,i,i,i,i,i,i,i,i,i,i
CCn1c(=O)c2sccc2n(CC(=O)NC2CCCC2)c1=O,i,i,i,i,i,i,i,i,i,i,i
CC1Cc2ccccc2N1C(=O)C1CCCN(S(=O)(=O)c2cccc3cccnc23)C1 (stereo not given),x,i,x,x,x,i,8.9*,x,x,i,i
CCN(c1ccccc1)S(=O)(=O)c1ccc(F)c(C(=O)O)c1,i,i,i,i,i,i,i,i,i,i,i
Cc1ccc(NC(=O)CN2C(=O)c3ccccc3C2=O)cc1,i,i,i,i,i,i,i,i,i,i,i
Cc1cc(Br)cc2c(C(=O)Nc3c(C)n(C)n(-c4ccccc4)c3=O)cc(-c3cccs3)nc12,i,i,i,i,i,i,i,i,i,i,i
CCOc1ccc(CN2CCN(Cc3cccn3-c3ncccn3)CC2CCO)cc1 (stereo not given),i,i,i,i,i,i,i,i,i,i,i
COc1cccc(C2CCCN2Cc2nc(-c3cnccn3)no2)c1 (stereo not given),i,i,i,i,i,i,i,i,i,i,i
COc1ccc(NC(=O)CSc2nnc(NC(=O)c3ccc(S(=O)(=O)N4CCOCC4)cc3)s2)cc1,i,i,i,i,i,i,i,i,i,i,i
C/C(=N/NC(=O)CNC(=O)CCc1ccccc1)c1ccc(Cl)cc1,i,i,i,i,i,i,i,i,i,i,i
COc1ccc(/C=C/C(=O)Nc2cc(S(=O)(=O)N3CCOCC3)ccc2C)cc1OC,i,i,i,i,i,i,i,i,i,i,i
Cc1ccc2cc(-c3noc(C(C)(C)C)n3)c(=O)[nH]c2c1,i,i,i,i,i,i,i,i,i,i,i
O=C(CCN1CCN(Cc2ccccc2)CC1)NNC(=O)Nc1cccc([N+](=O)[O-])c1,i,i,i,i,i,i,i,i,i,i,i
Cc1ccc(N2CC(C(=O)N3CCOCC3)CC2=O)cc1C (stereo not given),i,i,i,i,i,i,i,i,i,i,i
CC(C)OCCCNC(=O)c1ccc2c(c1)NC(=O)c1ccccc1S2,i,i,i,i,i,i,i,i,i,i,i
c1ccc2c(c1)cnc1ccccc12,i,i,i,i,i,i,i,i,i,i,i
O=C(N/N=C/c1ccccc1O)c1cccc2ccccc12,i,i,i,i,i,i,i,i,i,i,i
COc1ccc(C2c3ccc4ccccc4c3Oc3ncn(CCCO)c(=N)c32)cc1OC (stereo not given),i,i,i,i,i,i,i,i,i,i,i
CC1(N2CCCCC2)CC2(O)C(=[N+]1[O-])CCC/C2=N\O (stereo not given),i,i,i,i,i,i,i,i,i,i,i
Cc1ccc(C)c(C(=O)N2CCN(c3ncccn3)CC2)c1,i,i,i,i,i,i,i,i,i,i,i
C=CCn1c(SCC(=O)NC(=O)NC2CCCC2)nnc1C1CCCCC1,i,i,i,i,i,i,i,i,i,i,i
COc1cc(OC)cc(C(=O)NCCC(c2ccccc2)c2ccccc2)c1,i,i,i,i,i,i,i,i,i,i,i
COc1ccccc1Nc1nc(N)nc(CN2CCc3ccccc3C2)n1,i,i,i,i,i,i,i,i,i,i,i
CC(=O)Nc1ccc(NC(=O)c2cc(=O)c3cc(C)cc(C)c3o2)cc1,i,i,i,i,i,i,i,i,i,i,i
Cc1ccc([N+](=O)[O-])cc1N/C=C1\CCCCC1=O,i,i,i,i,i,i,i,i,i,i,i
CCCCCCCCCCCCCCCC[N+](C)(C)CCN(Cc1ccc(OC)cc1)c1ncccn1,x,i,x,x,x,56*,i,x,x,i,i
CCOc1ccc(N(C)S(=O)(=O)c2ccc(-c3ccc(=O)[nH]n3)s2)cc1,i,i,i,i,i,i,i,i,i,i,i
CCOC(=O)c1ccc(NC(=S)NC(=O)COc2ccccc2)cc1,i,i,i,i,i,i,i,i,i,i,i
COc1ccc(CCNC(=O)C2CC3Cn4c(nc5cc(Cl)c(Cl)cc54)C3N2C)cc1 (stereo not given),i,i,i,i,i,i,i,i,i,i,i
C=CCn1c(=O)c2ccccc2n2c(SCC(=O)NCc3cccs3)nnc12,i,i,i,i,i,i,i,i,i,i,i
COc1cccc(NC(=O)c2cnc[nH]2)c1,i,i,i,i,i,i,i,i,i,i,i
CCCn1nnc(NC(=O)c2cc(Br)cc(Br)c2OC)n1,i,i,i,i,i,i,i,i,i,i,i
CC1S/C(=N/N=C2CCCCC2)NC1=O (stereo not given),i,i,i,i,i,i,i,i,i,i,i
CCN1CCN(c2ccc(NC(=O)c3ccc([N+](=O)[O-])o3)cc2Cl)CC1,i,x,i,i,i,x,x,i,i,i,x
CCN(CCCNC(=O)C1CCC(=O)N1Cc1ccc(C)cc1)c1cccc(C)c1 (stereo not given),i,i,i,i,i,i,i,i,i,i,i
Cc1cc(C)nc(Nc2nc3ccccc3s2)n1,i,i,i,i,i,i,i,i,i,i,i
Cc1ccc2c(CN(C)Cc3cccc(F)c3)cc(=O)oc2c1C,i,i,i,i,i,i,i,i,i,i,i
COCCSc1ccccc1C(=O)Nc1ccccc1C(C)C,i,i,i,i,i,i,i,i,i,i,i
O=[N+]([O-])c1ccc(/C=N/Nc2ccc3ccccc3c2)o1,i,i,i,i,i,i,i,i,i,i,i
COc1ccc(C(=O)NC(=S)NNC(=O)c2ccccc2O)cc1,i,i,i,i,i,i,i,i,i,i,i
O=C(NCc1ccccc1)C(=O)Nc1nc(C23CC4CC(CC(C4)C2)C3)cs1,i,i,i,i,i,i,i,i,i,i,i
NS(=O)(=O)c1ccc(NC(=O)COC(=O)C2(c3ccccc3F)CCCC2)cc1,i,i,i,i,i,i,i,i,i,i,i
Cc1cccc(N2CCN(C(=O)CCn3c(=O)[nH]c4ccccc4c3=O)CC2)c1C,i,i,i,i,i,i,i,i,i,i,i

More structures follow.
SMILES,RGS4 inh,ANO1 block,TRPC6 inhibitor,TRPC4 potent,TRPC4 act,MrgX1 ag,MrgX1 allo act,TRPC4 block,TRPC6 act,TMEM16A act,MrgX1 antag
COc1ccccc1NC(=O)c1ccc(NC(=O)CN(C)Cc2ccccc2F)cc1,i,i,i,i,i,i,i,i,i,i,i
CC(Oc1ccc2c(-c3ccccc3)cc(=O)oc2c1)C(=O)NCCCN1CCOCC1 (stereo not given),i,i,i,i,i,i,i,i,i,i,i
CCC(=O)Nc1nnc(-c2cccs2)s1,i,i,i,i,i,i,i,i,i,i,-5.1*
Cc1ccc(NS(=O)(=O)c2ccc(C(=O)N3CCCC(C(F)(F)F)C3)cc2)cc1 (stereo not given),i,i,i,i,i,i,i,i,i,i,i
CCOC(=O)CSc1n[nH]c(NC(=O)c2ccc(F)cc2)n1,i,i,i,i,i,i,i,i,i,i,i
CCOC(=O)C1(Cc2ccccc2C)CCCN(C(=O)CCc2cccnc2)C1 (stereo not given),i,i,i,i,i,i,i,i,i,i,i
Cc1ccc(CSCC(=O)NCc2ccc3c(c2)OCO3)cc1,i,i,i,i,i,i,i,i,i,i,i
Cc1cc(NC(=O)CSc2ccc3nnc(-c4ccc(F)cc4)n3n2)no1,i,i,i,i,i,i,i,i,i,i,i
CCCn1c(=O)[nH]c(=O)c2[nH]cnc21,i,i,i,i,i,i,i,i,i,i,i
COc1ccccc1Nc1nc(C)cc(=O)[nH]1,i,i,i,i,i,i,i,i,i,i,i
CC1Cc2ccccc2N1S(=O)(=O)c1cccc(C(=O)N2CCN(c3ncccn3)CC2)c1 (stereo not given),i,i,i,i,i,i,i,i,21*,i,i
O=C(c1cccnc1)N1CCN(c2ccc([N+](=O)[O-])cc2Cl)CC1,i,i,i,i,i,i,i,i,i,i,i
CC1(C)CC(C(N)=S)CCO1 (stereo not given),i,i,i,i,i,i,i,i,i,i,i
CCN(CC(=O)Nc1ccc2c(c1)OCCO2)C(=O)c1cc(=O)[nH]c2ccccc12,i,i,i,i,i,i,i,i,i,i,i
Cc1cc(=O)oc(C)c1C(=O)NCC(C)NC(=O)c1c(C)cc(=O)oc1C (stereo not given),i,i,i,i,i,i,i,i,i,i,i
COc1ccc(C(=O)NCCN2CCOCC2)c(OC)c1,i,i,i,i,i,i,i,i,i,i,i
Cc1scc(C(=O)NNC(=S)NC(C)c2ccccc2)c1C (stereo not given),i,i,i,i,i,i,i,i,i,i,i

From PubChem
